FID counter: compounds displacing fluorescent DNA intercalator, primary screen, artefact control for HCV NS3 helicase inhibitor project, biochemical, FID fluorescence; DNA fluorescent intercalator displacement; hit rate 0.17% among 290,000; inhibition, % at 7.9 µM; in the data active means inhibition above about 37%;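 further: 0% = vehicle and 100% = reference compound; higher means more ethidium bromide displaced from hairpin DNA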
MEKK2mut PB1 HTS: MEK5 binding signal on mutant MEKK2 PB1, primary screen, biochemical, multiplex bead flow cytometry, Alexa488-MEK5; Alexa488-MEK5 binding to MEKK2 mutant; percent response, % at 10 µM; hit rate 0.35% among 290,000; AID 1530, 2009; in the data active means percent response above about 24%, passing the limit was not always enough; further: inactives centre near 1; some results filed as inactive read as strong as hits
CRFBP-R2 block: antagonists of CRF-BP/CRF-R2 complex, primary screen, cell-based, HEK293, calcium dye fluorescence, uHTS | inhibition, % at 11.8 µM | CRF-induced calcium fluorescence | hit rate 0.59% among 350,000;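 active means inhibition of the ligand-induced calcium signal above about 50% at the single tested concentration, limit read from the data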
CRFR2-BP ag: agonists of CRF-BP/CRF-R2 complex, primary screen, cell-based, HEK293, calcium dye fluorescence, uHTS. CRF-binding protein / CRF receptor 2 complex (human). hit rate 0.46% among 350,000. calcium dye fluorescence (FLIPR); percent of saturating CRF peptide response. activation, % at 13.2 µM;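 active means activation of at least 50%, plus an integration ratio under a set limit after plate pattern correction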;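 further: plate controls were neutral control wells without compound for no effect and CRF at EC100 for full effect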
GalR3 antag: GalR3 antagonists in HEK293 cells, primary screen, cell-based, fluorescence readout; HEK293 GalR3-CNG cAMP membrane potential fluorescence; galR3 body fused to GalR1 C-terminus; inhibition, % at 3 µM; Galanin receptor type 3 (Homo sapiens), O60755; hit rate 0.44% among 360,000;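 active means inhibition above the screen-wide average plus 3 SD, cut at about 13% in these data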;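 further: forskolin and galanin both at EC90 stimulate the cells; cAMP rise reported by CNG channel membrane potential dye signal; 0% = forskolin plus galanin with DMSO and 100% = forskolin alone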
MEKK3 PB1 HTS: modulators of MEKK3-MEK5 PB1 binding, primary screen, biochemical, wildtype MEKK3, multiplex bead flow cytometry, Alexa488-MEK5; hit rate 1.4% among 290,000; Mitogen-activated protein kinase kinase kinase 3 (Homo sapiens), Q99759; binding response (% of control), % at 10 µM; bead-based flow cytometry, Alexa488-MEK5 binding to MEKK3; actives lie on both sides; 0 = blocked by unlabeled MEK5, 100 = vehicle;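 active means binding response more than 3 SD above or below the average of its plate-row segment, actives on both sides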;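 further: Alexa488 bead fluorescence after subtracting the streptavidin-only scavenger bead signal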
Target sequence (Q99759 whole entry, looked up): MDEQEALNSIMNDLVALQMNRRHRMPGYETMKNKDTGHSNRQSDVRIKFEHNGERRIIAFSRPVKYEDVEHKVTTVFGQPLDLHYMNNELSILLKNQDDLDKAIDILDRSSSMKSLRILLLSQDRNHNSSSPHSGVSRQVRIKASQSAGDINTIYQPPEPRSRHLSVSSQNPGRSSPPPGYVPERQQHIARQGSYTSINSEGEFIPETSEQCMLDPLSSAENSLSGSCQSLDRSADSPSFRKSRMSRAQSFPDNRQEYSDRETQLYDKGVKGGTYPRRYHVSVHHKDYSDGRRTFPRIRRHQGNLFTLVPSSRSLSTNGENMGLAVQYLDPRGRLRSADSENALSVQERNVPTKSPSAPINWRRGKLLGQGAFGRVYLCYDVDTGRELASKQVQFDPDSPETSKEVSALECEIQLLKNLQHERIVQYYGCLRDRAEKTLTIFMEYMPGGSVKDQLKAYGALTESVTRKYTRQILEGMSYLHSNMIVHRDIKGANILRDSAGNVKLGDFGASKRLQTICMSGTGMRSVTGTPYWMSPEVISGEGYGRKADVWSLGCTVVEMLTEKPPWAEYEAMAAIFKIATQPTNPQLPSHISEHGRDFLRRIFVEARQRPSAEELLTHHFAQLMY
NS3 helicase inh: inhibitors of HCV NS3 helicase, primary screen, biochemical, Cy5 molecular beacon fluorescence; Hepatitis C virus NS3 helicase; NS3 helicase DNA unwinding; inhibition, % at 10.9 µM; hit rate 0.56% among 290,000;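 active means inhibition above the mean of all tested compounds plus 3 SD, set per campaign, cut at about 35% in these data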;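 further: 0% = DMSO wells and 100% = thioflavine S control wells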
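Control set: DMSO versus 110 µM thioflavine S; Material: NS3 helicase fragment of HCV; Measured by: Cy5 fluorescence at 0 and 60 min, beacon hairpin quenching; Read-out basis: percent inhibition from t60/t0 fluorescence ratio; Times: reaction time 60 min, 25 °C; Repeats: single replicate; Compound dosing: single dose, 10.9 µM nominal final, DMSO 0.8% final.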
UBC9 SUMO inh: inhibitors of in vitro SUMOylation cascade, primary screen, biochemical, HTRF, uHTS; SUMO-conjugating enzyme UBC9 (Homo sapiens), P63279; HTRF SUMOylation assay, SAE1/SAE2 + UBC9; inhibition, % at 35 µM; hit rate 0.36% among 290,000; AID 2006, 2009; in the data active means inhibition above about 50%, passing the limit was not always enough; further: strong numbers were not always called active
Target sequence (P63279 whole entry, looked up): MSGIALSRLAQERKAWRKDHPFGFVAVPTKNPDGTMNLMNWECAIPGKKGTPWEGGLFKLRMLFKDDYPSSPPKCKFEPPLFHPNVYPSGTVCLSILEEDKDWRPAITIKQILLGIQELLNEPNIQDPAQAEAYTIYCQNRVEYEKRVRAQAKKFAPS
MEKK2 WT-MEK5: modulators of MEK5 binding to wildtype MEKK2, primary screen, biochemical, multiplex bead flow cytometry, Alexa488-MEK5; Mitogen-activated protein kinase kinase kinase 2 (Homo sapiens), Q9Y2U5; Alexa488-MEK5 binding to MEKK2 WT; actives lie on both sides; binding response (% of control), % at 10 µM; hit rate 1.1% among 290,000; AID 1531, 2009; in the data active means binding response below about 67% or above about 130%
Starred values were filed as active, the others as inactive; nt = not tested or not shown. The list is partial, so the mix of outcomes need not match the whole.

Each structure is followed by: MEKK2 WT-MEK5	MEKK2mut PB1 HTS	MEKK3 PB1 HTS	GalR3 antag	FID counter	NS3 helicase inh	CRFR2-BP ag	UBC9 SUMO inh	CRFBP-R2 block
1	Cc1cc(=O)oc2cc(OCC(=O)N3CCCC(C)C3)ccc12 (stereo unspecified)
  95	2	96	3	-16	1	-0.3	-5	-2
2	Cc1ccc2cc3cc(C(=O)NCCCN4CCCC4)oc3nc2c1
  109	2	102	0	-22	-31	-2.1	19	7
3	CCOC(=O)c1c(-c2ccccc2)csc1NC(=O)c1ccc(N2C(=O)CCC2=O)cc1
  93	0	99	-5	-1	0	2.3	18	8
4	CCCc1nc2c(nnn2Cc2ccccc2Cl)c(=O)[nH]1
  96	-3	105	0	-10	-16	-1.6	10	2
5	Cc1cc(N2CCOCC2)nc2ccc(NC(=O)CCC(=O)N3CCCC(C)C3)cc12 (stereo unspecified)
  91	-5	95	-3	-1	8	-0.8	10	3
6	COC(=O)c1cc(-c2c(C)nn(-c3ccccc3)c2C)n[nH]1
  114	18	118	-3	-16	2	-0.7	8	12
7	Cn1nc(OCC(N)=O)ccc1=O
  109	6	110	-1	0	8	-1.3	13	5
8	CC1=C(C(=O)OCC2CCCO2)C(c2ccc(O)cc2)NC(=O)N1 (stereo unspecified)
  99	4	100	-5	1	2	0.5	7	14
9	O=C(COC(=O)CCc1c[nH]c2ccccc12)Nc1cc([N+](=O)[O-])ccc1Cl
  100	-1	113	-5	7	9	1.0	-18	13
10	COC(=O)C(C)Sc1nc2c([nH]c3ccccc32)c(=O)n1C (stereo unspecified)
  106	3	108	-6	2	3	-0.8	2	-26
11	CC(C)NS(=O)(=O)c1ccc(CCC(=O)Nc2ccc3c(c2)OCO3)cc1
  110	5	113	-3	-3	14	-1.3	21	12
12	Cc1ccc(S(=O)(=O)N/N=C/c2ccc(C(=O)O)cc2)cc1
  106	6	103	-2	1	18	0.2	30	2
13	CCCCN(c1ccccc1)S(=O)(=O)c1cccc2cccnc12
  85	-4	86	-5	-25	13	-0.2	2	13
14	O=C(CNC(=O)c1ccccc1Cl)N/N=C/C=C/c1ccccc1
  105	3	110	-1	-5	-1	1.9	1	5
15	O=C(NCCc1ccccc1)c1cc(-c2ccncc2)nc2ccc(S(=O)(=O)N3CCOCC3)cc12
  92	-1	95	-9	-25	16	-0.3	28	-8
16	CCS(=O)(=O)c1ccc2oc(SCC(=O)Nc3ccc(OC)c(OC)c3)nc2c1
  56	-17	55	-9	-6	-1	0.8	-10	2
17	O=c1[nH]c2cccnc2n1Cc1ccco1
  101	6	101	nt	0	-10	-2.0	-1	0
18	Cc1c(C(=O)Nc2ccc(F)cc2)oc2ccc(S(=O)(=O)N3CC(C)CC(C)C3)cc12 (stereo unspecified)
  106	0	102	-9	-2	4	1.0	16	-34
19	Cn1c(SCC(=O)Nc2cccc(S(=O)(=O)NC3=NCCCCC3)c2)nnc1-c1ccncc1
  86	-9	96	-2	-12	9	-0.2	-11	-8
20	CCOC(=O)c1[nH]c(C)c(C(=O)NCCc2ccc(OC)cc2)c1C
  106	2	100	-4	-18	-5	1.3	-1	-1
21	Cc1cc(N2CCCC2)ccc1/C=C1\NC(=S)N(C)C1=O
  74	-9	93	-2	0	1	169*	19	-197
22	Cc1ccc(-c2c[n+](CC(=O)N3c4ccccc4Sc4ccccc43)c3n2CCC3)cc1
  152*	29	105	-5	12	-80	-2.7	11	46
23	Cc1ccccc1CC(=O)NCCN1CCOCC1
  107	2	103	-6	0	-3	-1.2	-11	18
24	CC1=C(C)CC(C(=O)Nc2cccc([N+](=O)[O-])c2)C(C(=O)O)C1 (stereo unspecified)
  101	-1	104	-5	1	-2	-1.8	5	7
25	CCCCOc1ccc(C2CCC(C(C)=O)C(C)C2)cc1 (stereo unspecified)
  78	-23	83	-1	-6	0	-0.2	-10	-1
26	CNC(=O)CSCc1c(Cl)cccc1Cl
  101	1	106	2	-2	-4	0.8	6	10
27	Cc1ccc(C(=O)N2CCN(c3ncnc4c(-c5ccccc5)nsc34)CC2)cc1
  86	-8	96	nt	6	6	nt	16	nt
28	Cn1c(Cn2c(=O)sc3ccccc32)nnc1SCc1ccc(F)cc1
  84	-6	82	-2	-13	3	-1.5	-14	-3
29	CCCCCc1c(O)nc(SCCN(C)C)[nH]c1=O
  95	-3	95	-2	2	9	0.6	-27	1
30	Cc1ccc(S(=O)(=O)/N=C2/C=C(C3C(=O)CC(C)(C)CC3=O)C(=O)c3ccccc32)cc1
  94	-4	97	-5	7	9	-1.1	23	11

Quoted at random: 2 compounds from above
Each structure is followed by: MEKK2 WT-MEK5	MEKK2mut PB1 HTS	MEKK3 PB1 HTS	GalR3 antag	FID counter	NS3 helicase inh	CRFR2-BP ag	UBC9 SUMO inh	CRFBP-R2 block
27	Cc1ccc(C(=O)N2CCN(c3ncnc4c(-c5ccccc5)nsc34)CC2)cc1
  86	-8	96	nt	6	6	nt	16	nt
30	Cc1ccc(S(=O)(=O)/N=C2/C=C(C3C(=O)CC(C)(C)CC3=O)C(=O)c3ccccc32)cc1
  94	-4	97	-5	7	9	-1.1	23	11

(continued)
Each structure is followed by: MEKK2 WT-MEK5	MEKK2mut PB1 HTS	MEKK3 PB1 HTS	GalR3 antag	FID counter	NS3 helicase inh	CRFR2-BP ag	UBC9 SUMO inh	CRFBP-R2 block
31	O=C(Nc1nccs1)c1cc(Cl)nc2ccccc12
  73	-28	72	-1	-5	0	-2.6	12	-48
32	Cc1cc(Cl)ccc1NC(=S)NC(C)(C)C
  106	3	101	-6	-5	2	-1.2	2	-6
33	CN(CCc1ccccn1)C1CC(=O)N(c2ccc(Cl)cc2)C1=O (stereo unspecified)
  89	-5	92	5	-3	4	-0.5	3	0
34	CCCOc1ccc(N2C(=O)CC(N(Cc3ccco3)C(=O)CCC(=O)O)C2=O)cc1 (stereo unspecified)
  97	-4	101	-5	-26	2	-1.6	-2	15
35	Cc1ccc(CN2CCC(C(=O)Nc3cccc(-c4cccc(F)c4)c3)CC2)o1
  114	3	98	-5	16	-34	-1.3	nt	0
36	COc1ccc(S(=O)(=O)N(CCc2ccccc2)CC(=O)NCCCO)cc1
  107	7	103	-4	-21	0	-0.7	24	12
37	O=C(/C=C/c1cccc(Cl)c1)Nc1ncccn1
  114	22	107	-3	3	1	-3.0	-4	6
38	Nn1c(Cc2cccc3ccccc23)nnc1SCn1nnc2ccccc2c1=O
  100	3	100	5	-13	-11	-3.2	13	9
39	COc1ccccc1CN1C(=O)C2CC=CCC2C1=O (stereo unspecified)
  112	6	102	-5	-2	-4	-0.6	10	-10
40	Nn1cnnc1N/N=C/c1ccccc1C(F)(F)F
  104	0	99	-2	0	-9	-1.1	10	6
41	O=C(Cn1cnc2sc(-c3ccccc3)cc2c1=O)NCc1ccccc1
  98	-3	97	-7	-1	1	5.5	18	-11
42	CCC1(C)Cc2c(sc3c2c(=O)n(-c2ccccc2)c(=O)n3C)CO1 (stereo unspecified)
  101	0	97	-4	-27	22	-0.8	-8	10
43	COc1ccccc1NC(=O)N(Cc1ccccc1)c1ccccn1
  103	4	102	3	-6	-3	2.2	-10	4
44	C=CCn1c(SC)nnc1-c1cccc([N+](=O)[O-])c1
  96	-1	97	-10	3	-3	-1.1	-2	12
45	O=C1CCC(/C=C/c2ccccc2)=NN1Cc1ccccc1
  88	-8	80	-7	-26	0	-0.7	-8	-13
46	Cc1nonc1OCC(C)(COc1nonc1C)NC(=O)c1ccc(Cl)cc1
  98	1	100	-6	-12	2	0.1	-12	10
47	O=C(O)c1cccc(NC(CNS(=O)(=O)c2ccc(Cl)cc2)c2ccccc2)c1 (stereo unspecified)
  94	1	101	4	-35	7	-1.4	20	3
48	COc1cccc(NC(=O)NNC(=O)c2ccc3c(c2)NC(=O)C(C)(C)O3)c1
  95	0	98	-10	-10	7	2.1	-15	-9
49	CC(C)(CO)NCc1ccccc1OCC(=O)Nc1ccccc1
  nt	nt	nt	-1	2	10	-0.8	4	-3
50	CCOc1ncccc1C(=O)OCC(=O)Nc1ccc(C(N)=O)cc1
  106	6	104	9	-2	0	-0.6	2	4
51	COc1cc(NS(=O)(=O)c2ccc(NC(=O)COc3ccc(C)cc3)cc2)nc(OC)n1
  112	1	109	-5	-47	14	0.1	36	3
52	O=C(O)c1cccc(Nc2ccncc2[N+](=O)[O-])c1
  105	9	103	-8	-4	-8	-0.2	17	-1
53	CCOc1ccccc1OCCOc1ccc(F)cc1
  104	-2	104	0	-6	-2	-3.1	2	15
54	NC(=O)c1ccc(NC(=O)COC(=O)C2(c3cccc(F)c3)CCCC2)cc1
  100	-2	98	-8	-19	-7	-1.5	-3	26
55	CN1C(=O)C(C)(C)c2cc(S(=O)(=O)N3CCC(C(=O)NCc4ccc(Cl)cc4)CC3)ccc21
  105	3	100	-8	-62	7	-2.2	-1	1
56	C/C(=N\NC(=O)c1cc(O)ccc1O)c1cccc(NC(=O)c2ccc(Cl)cc2)c1
  85	0	91	-4	-8	40*	-5.8	52	-3
57	Nc1[nH]n(-c2ccccc2)c(=O)c1N=Nc1ccccc1[N+](=O)[O-]
  97	-2	95	-2	11	0	-0.3	7	18
58	Cc1cc(NC(=O)c2cccc(S(=O)(=O)N3CC(c4ccccc4)CC3=O)c2)no1 (stereo unspecified)
  102	-2	101	-1	-19	7	-0.4	-1	-5

High-throughput results (PubChem)
